AGP1 TOR yeast: modulators of AGP1-GFP expression in yeast TOR pathway, primary screen, cell-based, multiplex flow cytometry, S. cerevisiae, MLPCN library; 3 h; GFP as percent of DMSO wells; GFP response vs DMSO, % at 10 µM; 0.02% of 320,000 active;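 active = GFP response relative to DMSO above a set limit, near screen average plus 3 SD, cut at about 150% in these data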;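 note: median GFP channel fluorescence of the gated AGP1 strain per well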
LAP4-GFP MLPCN: modulators of LAP4-GFP expression in yeast, primary screen, S. cerevisiae, multiplex flow cytometry, MLPCN library. 3 h; median GFP as percent of DMSO wells. GFP response vs DMSO, % at 10 µM. 0.34% of 320,000 active. AID 2023, 2009;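 active = GFP response vs DMSO above a set limit, about the screen mean plus 3 SD, cut at about 150% in these data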
proCasp3 act: activators of human procaspase-3 D3A mutant, primary screen, biochemical, absorbance, PC-3 D3A mutant, single concentration; activation, % at 8.5 µM; recombinant procaspase-3 D3A, Ac-DEVD-pNA absorbance 405 nm; AID 463141, 2010; Caspase-3 (Homo sapiens), P42574; 0.11% of 330,000 active;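 active = activation above the mean of all tested compounds plus 3 SD, cut at about 21% in these data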;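 note: 0% = DMSO alone and 100% = DMSO wells spiked with extra 5 µM PC-3 D3A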
Target sequence (P42574 whole entry D9A/D28A/D175A): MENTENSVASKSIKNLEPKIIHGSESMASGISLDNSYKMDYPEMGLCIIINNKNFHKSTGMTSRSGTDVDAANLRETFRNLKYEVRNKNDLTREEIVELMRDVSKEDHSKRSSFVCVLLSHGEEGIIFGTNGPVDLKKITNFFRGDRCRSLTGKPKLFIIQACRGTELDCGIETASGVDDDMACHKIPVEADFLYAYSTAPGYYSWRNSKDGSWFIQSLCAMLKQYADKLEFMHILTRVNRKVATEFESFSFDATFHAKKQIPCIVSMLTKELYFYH
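System: Procaspase-3 D3A mutant. Medium: Zinc-free 300 mM NaCl, 50 mM HEPES, 0.01% Triton X-100. Schedule: 1 h preincubation plus 2 h reaction at 25 °C. Measured by: 405 nm absorbance of p-nitroaniline, reads at 0 and 120 min. Read-out: percent activation relative to control range.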
RPL19A-GFP yeast: RPL19A-GFP expression modulators in yeast, primary screen, cell-based, S. cerevisiae, multiplex flow cytometry, MLPCN; S. cerevisiae RPL19A-GFP strain, 3 h; hits give low values; percent response vs DMSO, % at 10 µM; 0.3% of 330,000 active;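 active = percent response vs DMSO below 50%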;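 note: median channel GFP fluorescence of the barcoded RPL19A-GFP strain; ratio of sample median GFP to plate DMSO average so 100% = DMSO; lower means less RPL19A-GFP as with rapamycin TOR inhibition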
procasp7 counter: procaspase-7 activators, primary screen, counter-screen for procaspase-3 activator project, biochemical, absorbance, HTS, human | recombinant procaspase-7, Ac-DEVD-pNA absorbance 405 nm; D23A/D198A/D206A triple mutant, cannot self-cleave; scale: DMSO 0, 5 µM enzyme 100 | Caspase-7 (Homo sapiens), P55210 | AID 463210, 2010 | activation, % at 8.5 µM | 0.093% of 330,000 active;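 active = percent activation above the screen-wide mean plus 3 SD, cut at about 25% in these data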
Target sequence (P55210 whole entry D23A/D198A/D206A): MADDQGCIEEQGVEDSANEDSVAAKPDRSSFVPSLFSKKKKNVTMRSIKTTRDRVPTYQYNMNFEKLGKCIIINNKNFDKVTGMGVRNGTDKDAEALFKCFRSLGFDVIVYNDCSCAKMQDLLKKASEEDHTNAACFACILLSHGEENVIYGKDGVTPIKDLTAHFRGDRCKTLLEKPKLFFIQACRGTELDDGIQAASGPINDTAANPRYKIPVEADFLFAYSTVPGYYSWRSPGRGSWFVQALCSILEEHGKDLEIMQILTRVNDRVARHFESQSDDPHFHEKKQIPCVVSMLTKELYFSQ
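Replicates: singlicate. Assay system: Procaspase-7 triple mutant (PC-7 D3A). Signal: 405 nm absorbance of p-nitroaniline. Times: 1 h preincubation, 2 h reaction. Buffer or medium: Zinc-free HEPES pH 7.4 with 300 mM NaCl, 0.01% Triton X-100. Also added: DEVD-pNA substrate. Benchmarks: DMSO wells as 0%, DMSO with 5 µM added PC-7 as 100%.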
CIT2 TOR yeast: modulators of CIT2-GFP expression in yeast, primary screen, S. cerevisiae, GFP fusion, multiplex flow cytometry, MLPCN library; S. cerevisiae CIT2-GFP strain, 3 h; 100 means same as DMSO wells; GFP response vs DMSO, % at 10 µM; 0.065% of 320,000 active;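 active = GFP response relative to DMSO above a set limit, near the screen mean plus 3 SD, cut at about 150% in these data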;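 note: ratio of well median GFP fluorescence to mean of DMSO wells on the plate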
MEP2 TOR yeast: modulators of MEP2-GFP levels in yeast, primary screen, S. cerevisiae, multiplex flow cytometry, MLPCN library. S. cerevisiae MEP2-GFP strain, 3 h; 100% = DMSO control level. GFP response vs DMSO, % at 10 µM. 0.51% of 330,000 active. AID 2016, 2009;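 active = GFP response versus DMSO above a set limit, roughly screen mean plus 3 SD, cut at about 180% in these data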;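 note: median GFP fluorescence of the barcode-gated MEP2-GFP cells per well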
AHR act: AHR activators, primary screen, cell-based, luminescence, luciferase reporter, human. 2.5% of 320,000 active. AID 2796, 2010. activation, % at 5 µM. AHR-responsive luciferase reporter cells. Aryl hydrocarbon receptor (Homo sapiens), P35869; in the data active = activation above about 47%;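 note: 0% = vehicle wells and 100% = reference agonist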
Numbers without * were called inactive; / = not tested or not shown.

structure,AGP1 TOR yeast,LAP4-GFP MLPCN,proCasp3 act,RPL19A-GFP yeast,procasp7 counter,CIT2 TOR yeast,MEP2 TOR yeast,AHR act
CC(=O)c1ccc(NC(=O)c2cc(Cl)sc2Cl)cc1,94.0,110.3,5.6,102.7,-0.8,88.9,94.4,2.1
CCC(c1nnnn1Cc1cccs1)N1CCN(C(=O)c2ccco2)CC1 (stereo unspecified),99.1,104.8,4.2,93.1,3.3,100.5,98.1,-0.3
COc1ccc(S(=O)(=O)N2CCOC2CNC(=O)C(=O)NCc2ccccc2OC)cc1 (stereo unspecified),98.8,103.1,-1.6,98.6,-13.2,106.2,98.9,-1.9
Cc1ccc(S(=O)(=O)N(C)C)cc1NC(=O)CCc1c[nH]c2ccccc12,107.2,103.8,3.1,109.9,5.0,104.6,107.1,0.6
Cc1cc(C)c2c(-n3cccc3)c(C(=O)O)sc2n1,100.0,103.6,-5.3,100.0,5.2,98.5,104.4,1.6
O=C(CCCN1Cc2ccccc2C1)c1ccc(F)cc1,102.2,89.4,-2.6,93.6,7.8,101.3,96.8,-1.5
Cc1ccc(-c2nc3cnccn3c2Nc2ccc3c(c2)OCCO3)o1,99.8,90.8,-3.5,95.1,-5.7,79.8,94.5,24.3
CC(C)N(C(=O)Nc1ccc2nccnc2c1)C(C)C,94.8,97.4,-2.4,97.2,-6.6,98.0,98.2,13.3
CC(CCc1ccccc1)NC(=O)CCc1cn(C)c2ccccc12 (stereo unspecified),97.5,99.0,-0.2,101.6,-3.5,97.1,115.8,7.7
O=C(Nc1ccc(S(=O)(=O)N2CCOCC2)cc1)c1cc([N+](=O)[O-])ccc1Cl,81.7,79.4,1.1,89.7,9.9,81.2,84.1,-1.7
CN1CCN(CCNC(=O)Nc2ccc([N+](=O)[O-])cc2)CC1,98.6,99.0,8.8,95.3,3.4,96.5,99.9,-2.0
C/C(CC(=O)Nc1ccccc1F)=N\NC(=O)Cc1ccc(Cl)cc1,100.0,96.9,6.3,98.7,0.1,98.5,99.5,2.1
COCCNC(=O)CS(=O)Cc1nc(-c2ccccc2C)oc1C (stereo unspecified),111.1,108.8,6.2,103.7,-0.1,107.7,108.8,-1.4
Cc1nc(SCC(=O)NCCN2C(=O)CSC2=O)nc(C)c1C,95.3,92.8,4.9,90.5,-2.9,87.2,85.5,-0.5
O=C(Cc1ccc(-c2ccccc2)cc1)N1CCOCC1,102.8,92.8,-2.8,96.2,8.1,102.4,97.4,0.3
CN(C)c1ccc(/C=C2\C(=N)N3C(=NC2=O)Sc2cc(S(C)(=O)=O)ccc23)cc1,107.2,108.0,0.1,106.6,-0.8,108.8,119.5,-2.7
CNc1nc(NCc2ccccc2)c2ccccc2n1,103.0,106.5,1.4,100.1,-1.1,104.7,103.1,42.2
Cc1ccc(S(=O)(=O)/N=C/c2cc(Br)ccc2O)cc1,95.8,98.3,-1.0,97.9,-1.3,91.4,104.0,0.2
O=C(Nc1ccc2oc(=O)ccc2c1)c1cccnc1Cl,94.8,93.8,5.3,93.6,11.7,99.1,92.8,-2.8
COc1cc(NC(=O)c2cc(C)nc3ccccc23)cc(OC)c1,91.8,96.7,0.9,90.9,11.6,97.0,95.4,8.7
OCCNc1nc(-c2ccccc2)nc2c1oc1ccccc12,96.7,97.4,-1.3,92.6,-3.1,95.5,89.8,103.8*
CC(=O)c1c[nH]c2ccc(C)cc2c1=O,104.1,110.2,3.3,102.1,-2.8,106.1,104.3,3.4
Cc1ccc(CNCCNCCO)s1,104.7,104.3,-3.4,100.7,8.3,100.0,97.7,1.6
COc1cc(C(=O)N2CCN(C3CCCCC3)CC2)cc(OC)c1OC,13.2,78.5,-0.9,103.0,4.8,93.8,100.9,0.5
CC(=O)Nc1ccc(C(=O)NC(CC(=O)O)c2ccc(Cl)cc2)cc1 (stereo unspecified),102.6,100.5,4.3,/,-5.7,94.3,100.8,8.5
O=C(COc1ccc(-c2nnc(N3CCCCC3)c3ccccc23)cc1)N1CCCCC1,112.2,104.9,0.6,96.8,1.9,106.2,108.4,-2.7
COc1ccccc1Oc1cc(F)nc(N)n1,105.2,104.2,9.6,102.6,3.3,107.8,106.3,2.2
O=C(CCNC(=O)c1ccc(Br)cc1)Nc1cc(Cl)ccc1-n1cncn1,100.7,110.6,-3.6,95.4,2.1,93.0,98.3,46.7
CCCCc1nc2cc(C(=O)NCc3ccccn3)ccc2o1,95.1,92.3,-1.8,98.8,9.3,93.8,95.1,5.1
COC(=O)N/N=C(\C)c1ccc(-n2ccnc2)cc1,87.3,84.7,-1.5,86.8,-6.3,/,89.3,40.6

2 successive compounds out of the list so far, for reference:
structure,AGP1 TOR yeast,LAP4-GFP MLPCN,proCasp3 act,RPL19A-GFP yeast,procasp7 counter,CIT2 TOR yeast,MEP2 TOR yeast,AHR act
CC(=O)c1ccc(NC(=O)c2cc(Cl)sc2Cl)cc1,94.0,110.3,5.6,102.7,-0.8,88.9,94.4,2.1
CCC(c1nnnn1Cc1cccs1)N1CCN(C(=O)c2ccco2)CC1 (stereo unspecified),99.1,104.8,4.2,93.1,3.3,100.5,98.1,-0.3

Following part.
structure,AGP1 TOR yeast,LAP4-GFP MLPCN,proCasp3 act,RPL19A-GFP yeast,procasp7 counter,CIT2 TOR yeast,MEP2 TOR yeast,AHR act
CCN(CC)CCCNC(=O)c1ccc2c(Cl)c3c(nc2c1)CCCC3,98.9,93.0,-2.9,103.1,-1.6,99.9,98.1,-1.9
Cc1cc(NC(=O)COC(=O)C2CCN(C(=O)c3ccc(Cl)cc3)CC2)no1,101.3,103.1,-6.8,99.8,-3.1,94.8,99.8,2.2
Cc1ccc(NC(=O)c2c(C(=O)Nc3ccccc3)sc3nc(C)cc(=O)n23)cc1,64.0,96.1,-2.0,101.0,13.1,108.5,64.0,3.9
CC(C)(C)NC(=O)Cn1nnnc1-c1nonc1N,100.2,104.4,6.8,93.7,0.7,99.1,99.1,-2.3
O=C(NC1CC2CCC(C1)N2Cc1nnnn1Cc1ccco1)NC12CC3CC(CC(C3)C1)C2 (stereo unspecified),100.2,101.7,-2.6,100.9,2.3,100.3,99.5,3.1
COc1ccc(N2CCN(C(CNC(=O)CC(C)(C)C)c3ccc4c(c3)OCO4)CC2)cc1 (stereo unspecified),106.6,96.0,9.7,102.6,1.7,96.7,96.8,1.6
CC(=O)c1ccccc1NC(=O)CSc1nnc2ccccn12,109.3,101.7,1.9,103.1,3.9,94.0,96.8,7.8
Cc1nc(N2CCCC2)c2ccsc2n1,89.5,97.6,-1.1,98.2,-0.1,91.5,100.3,-0.3
O=C1NC(=O)/C(=C\c2ccc(N3CCOCC3)o2)N1,104.8,117.6,-0.9,104.1,-6.1,97.3,103.7,-0.9
O=C(CC(Nc1ccccc1)c1ccccc1)C1CC1 (stereo unspecified),117.8,123.6,7.5,106.8,7.0,100.6,102.8,-0.7
COc1cc(CC(=O)Nc2cc(S(C)(=O)=O)ccc2Cl)cc(OC)c1OC,96.9,108.4,0.7,96.3,-3.7,99.8,96.6,-1.7
COc1ccc(C(=O)NC(=S)N2CCOCC2)cc1[N+](=O)[O-],106.4,95.5,-6.6,109.0,-12.2,106.1,110.9,18.1
Cc1cc(OCC(=O)Nc2ccccc2N2CCCC2)ccc1C(C)C,97.3,94.3,5.7,90.3,2.0,88.7,89.7,2.2
O=C(Nc1ccc(Cl)cc1)Nc1cccnc1,103.5,94.3,-0.9,99.8,3.1,97.8,106.9,9.7
S=c1[nH]nc(-c2ccncc2)n1/N=C/C(Cl)=C\c1ccccc1,105.2,102.8,-17.4,108.5,-28.6,101.9,109.5,15.4
COc1cc(/C=N\NC(=O)c2ccc(C)nc2)ccc1OC(=O)c1ccc2c(c1)OCO2,99.4,95.3,1.8,101.8,4.3,106.9,109.9,2.7
O=C(COC(=O)Cc1c(Cl)cccc1Cl)Nc1ccc2[nH]c(=O)[nH]c2c1,105.8,96.2,-9.3,103.9,5.2,99.2,106.3,3.4
Cc1cc(C)nc(SCC(=O)NNC(=O)c2cccs2)n1,102.2,98.6,-1.0,95.2,0.1,99.8,92.9,0.5
CCCn1c(SCC(=O)Nc2cccc(S(=O)(=O)NC3=NCCCCC3)c2)nc2ccccc2c1=O,98.2,92.7,-9.0,95.8,-2.1,110.2,93.8,-0.1
COC(=O)c1sc(-c2ccc(Cl)cc2)cc1N,94.0,97.0,8.5,96.0,3.1,101.7,99.5,2.4
Cc1ccc(Oc2cc([N+](=O)[O-])cc3c2C(=O)Nc2ccccc2O3)cc1,101.9,96.5,4.2,103.8,-5.1,99.7,106.6,10.9
Cc1cccc(C)c1NC(=O)CN(C)C(=O)c1ccc2c(=O)n3c(nc2c1)CCC3,105.4,110.0,-6.7,103.7,-5.0,94.6,106.2,-0.6
O=C(Nc1cc(Cl)ccc1O)c1cc(-c2ccco2)on1,103.8,116.3,-5.3,100.6,-4.9,101.6,104.3,-2.5
Cc1ccc(C(=O)N/C(=C\c2cccs2)C(=O)NCCc2c[nH]c3ccccc23)cc1,104.4,97.8,7.5,103.4,4.9,97.5,105.4,3.8
O=C(CN1C(=O)c2ccccc2C1=O)NCC(=O)OCC(=O)c1ccc(Br)cc1,70.3,82.5,6.0,73.3,-8.6,102.3,86.1,2.4
CC(=O)c1ccc(N2CCN(C(=O)Cn3cnc(S(=O)(=O)N4CCCCC4)c3)CC2)cc1,107.5,94.0,1.6,102.6,3.5,117.8,107.2,-2.1
COc1ccc2oc(=O)c(-c3cn4ccc(C)cc4n3)cc2c1,79.8,126.4,0.4,98.2,3.1,106.1,122.6,8.8
Cc1cccc(NS(=O)(=O)c2ccc(C)c(C(N)=O)c2)c1,101.2,101.6,-1.4,95.1,6.7,91.6,96.9,-0.3
COc1ccc(CN(C)Cc2cc(=O)n3ccsc3n2)c(OC)c1OC,106.5,107.4,1.9,99.6,7.4,95.4,104.9,0.7
Nc1cc2c(cc1C(=O)c1ccccc1)OCCO2,99.1,107.3,3.6,101.7,8.7,100.4,103.0,12.9
COc1ccc2nc(SC(C)C(=O)NC3(C#N)CCCCC3)[nH]c2c1 (stereo unspecified),88.3,100.2,7.8,92.5,1.7,98.2,100.7,6.6
O=S(=O)(NCc1cccnc1)c1ccc2ccccc2c1,102.3,101.6,-10.2,100.9,-3.5,102.6,102.6,3.4
C#CC(=O)N(c1ccc(OC)c(OC)c1)C(C(=O)NC1CCCC1)c1cccs1 (stereo unspecified),102.7,99.0,-8.6,99.9,-12.8,91.9,103.0,-9.1

Bioassay records (PubChem)

Compounds as they come; any-hit rate near 3.5%.
